# Growth percent in the NCI-60 one-dose screen (48 h, 10 µM unless noted): 100 = growth as untreated, 0 = no growth, -100 = all killed.
# UO-31 = UO-31 renal cancer | hit rate 5.2% among 81,000 | AID 1794768
# TK-10 = TK-10 renal cancer cells; hit rate 3.9% among 81,000
# 786-0 = 786-0 renal cancer cells. AID 1794775. hit rate 5.1% among 81,000
# SN12C = SN12C renal cancer cells; hit rate 3.8% among 81,000; AID 1794767
# CAKI-1 = CAKI-1 renal cancer. hit rate 4.7% among 75,000. AID 1794772
# DU-145 = DU-145 prostate cancer. hit rate 4.2% among 81,000. AID 1794760
# RXF 393 = RXF 393 renal cancer cells; AID 1794773; hit rate 6.9% among 77,000
# A498 = A498 renal cancer cells | AID 1794774 | hit rate 5.4% among 76,000
# ACHN = ACHN renal cancer | hit rate 4.9% among 81,000
# Numbers without * were called inactive; x = not tested or not shown; & = joins results of further samples. Rule for the calls: active = growth percent below 10; inactive = the rest.
# The opening 2 entries, to show the layout:
[1] O=C1C(c2ccsc2)=C(c2c[nH]c3ccccc23)C(=O)N1O
[2] O=C(C[C@]1(O)C(=O)Nc2ccc(Br)cc21)c1ccccc1
compound no.	1	2
UO-31	82	77
TK-10	133	122
786-0	102	105
SN12C	96	92
CAKI-1	82	93
DU-145	111	102
RXF 393	101	100
A498	103	111
ACHN	104	98

# Results, previewed entries included:
[1] O=C1C(c2ccsc2)=C(c2c[nH]c3ccccc23)C(=O)N1O
[2] O=C(C[C@]1(O)C(=O)Nc2ccc(Br)cc21)c1ccccc1
[3] COc1ccc(CSc2nc3ccc(Cl)cc3c(=O)n2-c2ccc(C)cc2)cc1
[4] COc1ccccc1NC(=O)/C(C=NC(=S)C(N)=S)=C(\C)O
[5] CC[C@@H](C(=O)[C@@H](C)[C@@H](O)[C@H](C)[C@@H]1O[C@@H]([C@@H](CC)C(=O)N(CC)CC)CC[C@@H]1C)C1O[C@]2(C=CC(=O)[C@]3(CC[C@@](C)([C@H]4CC[C@](O)(CC)[C@H](C)O4)O3)O2)[C@H](C)C[C@@H]1C (stereo not given in full)
[6] COc1cc(C(=O)N/N=C/c2cc3ccc(OCc4ccccc4)cc3nc2OC)cc(OC)c1OC
[7] CCOC(=O)C1=C(C)NC(C)=C(C(=O)OC)C1c1cccc([N+](=O)[O-])c1 (stereo not given)
[8] CCCCCCCCSC(=O)Nc1cccc2ccccc12
[9] O=[N+]([O-])c1ccc(Oc2ccc(Br)cc2)c([N+](=O)[O-])c1
[10] Oc1ccc2c(ccc3[nH]cnc32)c1
compound no.	1	2	3	4	5	6	7	8	9	10
UO-31	82	77	78	82	0.8*	85	80	74	83	94
TK-10	133	122	130	111	29	81	108	107	98	147
786-0	102	105	101	111	35	82	79	104	109	98
SN12C	96	92	101	97	17	96	104	99	80	99
CAKI-1	82	93	88	103	7.6*	101	59	96	86	94
DU-145	111	102	105	110	69	101	108	117	89	97
RXF 393	101	100	x	96	28	77	100	116	67	139
A498	103	111	70	104	37	72	96	102	89	104
ACHN	104	98	96	104	6.1*	100	97	97	97	102

[11] O=S(=O)(Oc1ccc(-c2cn3ccoc3n2)cc1)N1CCCCC1
[12] Oc1ccc(Nc2nccc(-c3ccc(Cl)cc3)n2)cc1
[13] CC1CCC(C(C)C)/C(=N/NC(=O)CC#N)C1 (stereo not given)
[14] O=[N+]([O-])c1ccc(NC(=S)NNC(=S)Nc2ccc([N+](=O)[O-])cc2)cc1
[15] O=c1[nH]c(NCc2ccccn2)nc2c3c(sc12)CCCC3
[16] O=S(=O)(Nc1nccs1)c1ccc(Nc2nc(N3CCOCC3)c3ccccc3n2)cc1
[17] NC(=O)n1nc(N)c(N=Nc2ccc(S(=O)(=O)N=C(N)N)cc2)c1N
[18] Nc1cc(Cl)c(S(=O)(=O)O)cc1Cl
[19] CC(C)N1C(=O)c2c(F)c(F)c(F)c(F)c2C1=O
[20] CCCOC(=O)CSC#N
compound no.	11	12	13	14	15	16	17	18	19	20
UO-31	104	45	79	73	84	98	82	96	92	96
TK-10	87	91	94	115	122	103	103	96	101	107
786-0	103	74	97	99	100	96	105	91	96	102
SN12C	96	66	109	97	101	98	101	102&93	96	104
CAKI-1	92	57	91	75	x	93	91	87&95	x	96
DU-145	101	76	114	105	106	104	104	119&104	101	109
RXF 393	107	89	112	99	x	87	102	106&117	100	106
A498	101	105	93	88	97	x	103	93&98	92	88
ACHN	104	73	102	72	105	100	102	102&86	x	107

# Filtered by structure, the entries above containing a cyano group
[13] CC1CCC(C(C)C)/C(=N/NC(=O)CC#N)C1 (stereo not given)
[20] CCCOC(=O)CSC#N
compound no.	13	20
UO-31	79	96
TK-10	94	107
786-0	97	102
SN12C	109	104
CAKI-1	91	96
DU-145	114	109
RXF 393	112	106
A498	93	88
ACHN	102	107

# (continued)
[21] Cc1nn(-c2ccccc2)c(Oc2ccc(Br)cc2)c1/C=N/NC(=O)Cn1c(=O)sc2ccccc21
[22] O=C(O)c1cn(C2CC2)c2cc(N3CCN(C(=O)c4cc(-c5ccccc5)nc5ccccc45)CC3)c(F)cc2c1=O
[23] Clc1ccc2c(OCCCN3CCOCC3)c3oc4ccc(Cl)cc4c3nc2c1
[24] O=C1[C@H]2Cc3c([nH]c4ccccc34)[C@H](c3ccc(Cl)cc3)N2C(=O)CN1C1CCN(CC2CCCCC2)CC1
[25] COc1ccc2nc(-n3nc(C)cc3C)c(-n3nc(C)cc3C)nc2c1
[26] CCOC(=O)[C@@H]1[C@H](c2ccc(OC)cc2)[C@H]([N+](=O)[O-])[C@H](c2cn(-c3ccccc3)nc2C)N1Cc1ccccc1
[27] COc1ccc(C(=O)OC2C(OC)OCC(O)C2O)cc1 (stereo not given)
[28] NC(CS)C(=O)O (stereo not given)
[29] CC(C)c1cc(-c2nc3ccccc3[nH]2)no1
[30] CCOc1cccc(C(=O)Nc2ccc(-c3nc4ccccc4[nH]3)cc2)c1
compound no.	21	22	23	24	25	26	27	28	29	30
UO-31	29	45	64	39	87	81	75	82	93	77
TK-10	69	104	x	112	113	110	109	114	100	102
786-0	92	87	63	75	105	87	101	x	98	106
SN12C	51	94	64	70	104	89	101	98	97	97
CAKI-1	29	73	59	38	93	75	111	107	111	97
DU-145	84	109	94	75	128	101	124	114	115	106
RXF 393	75	92	85	46	104	85	129	111	109	115
A498	86	78	54	80	97	75	136	104	91	110
ACHN	45	93	54	75	113	88	105	107	111	90

# Entries of single compounds, quoted from the list:
# Clc1ccc2c(OCCCN3CCOCC3)c3oc4ccc(Cl)cc4c3nc2c1 reads UO-31: 64; TK-10: x; 786-0: 63; SN12C: 64; CAKI-1: 59; DU-145: 94; RXF 393: 85; A498: 54; ACHN: 54
# CC(C)c1cc(-c2nc3ccccc3[nH]2)no1 reads UO-31: 93; TK-10: 100; 786-0: 98; SN12C: 97; CAKI-1: 111; DU-145: 115; RXF 393: 109; A498: 91; ACHN: 111
# COc1ccc(C(=O)OC2C(OC)OCC(O)C2O)cc1 (stereo not given) reads UO-31: 75; TK-10: 109; 786-0: 101; SN12C: 101; CAKI-1: 111; DU-145: 124; RXF 393: 129; A498: 136; ACHN: 105

# Continued.
[31] COc1ccc(C2=C3C(=O)OCC3Cc3ncn(Cc4ccccc4)c32)cc1 (stereo not given)
[32] CCOC(=O)c1sc(NC(=O)/C=C/c2ccccc2)nc1N1CCOCC1
[33] NNC(=O)c1cc2ccccc2[nH]1
[34] O=C(CN1C(=O)NC(c2ccccc2)(c2ccccc2)C1=O)c1ccc(N2CCOCC2)cc1
[35] O=C1Nc2ccccc2C1=Nc1ccc(F)c(Cl)c1
[36] COc1ccc(C2C(C#N)=C(N)Oc3c2sc2ccc(C)cc32)cc1 (stereo not given)
[37] CCN1C(=S)N(CC)C2C1N=C(SC)N2/N=C/C=C/c1ccccc1OC (stereo not given)
[38] NC(CSCc1ccccc1)C(=O)Nc1ccc([N+](=O)[O-])cc1 (stereo not given)
[39] Cn1cc(-c2nc(N)nnc2-c2cncc(Br)c2)c2ccccc21
[40] COc1ccc(C(CC(=O)O)c2cc(OC)c(OC)c(OC)c2)cc1OC (stereo not given)
compound no.	31	32	33	34	35	36	37	38	39	40
UO-31	100	89	84	62	62	42	81	81	82	69
TK-10	123	111	96	99	107	81	124	91	73	113
786-0	93	110	97	116	100	42	96	98	75	101
SN12C	94	103	96	97	94	35	89	108	98	94
CAKI-1	89	92	90	90	64	32	55	105	82	89
DU-145	105	110	106	103	102	36	93	102	107	113
RXF 393	103	111	123	107	120	-7.6*	73	113	81	113
A498	101	84	93	x	117	x	103	100	84	91
ACHN	101	103	98	103	80	45	88	92	92	102

# Of the compounds above, 3 have fluorine:
[19] CC(C)N1C(=O)c2c(F)c(F)c(F)c(F)c2C1=O
[22] O=C(O)c1cn(C2CC2)c2cc(N3CCN(C(=O)c4cc(-c5ccccc5)nc5ccccc45)CC3)c(F)cc2c1=O
[35] O=C1Nc2ccccc2C1=Nc1ccc(F)c(Cl)c1
compound no.	19	22	35
UO-31	92	45	62
TK-10	101	104	107
786-0	96	87	100
SN12C	96	94	94
CAKI-1	x	73	64
DU-145	101	109	102
RXF 393	100	92	120
A498	92	78	117
ACHN	x	93	80

# (cont.)
[41] CN(C)c1ccc2cc(-c3cc4c(oc3=O)-c3ccccc3OC4O)c(=O)oc2c1 (stereo not given)
[42] COc1cccc(-c2nn(-c3ccccc3)cc2-c2ccnc(NCCCNS(=O)(=O)c3ccc(C(F)(F)F)cc3)c2)c1
[43] COC(=O)c1cncc(C(=O)OC)c1
[44] COc1ccc(-c2ccn(CCC(=O)O)n2)cc1OC1CCCC1
[45] C[n+]1cccc2cccc(NC(=O)c3ccc4ccc5ccc(C(=O)Nc6cccc7cccnc67)nc5c4n3)c21
[46] COc1cc(C2=Nc3c(N)ncnc3NC(c3cccc(Nc4ccnc5cc(C(F)(F)F)ccc45)c3)C2)cc(OC)c1OC (stereo not given)
[47] CCCCCCc1cc(C(=O)NN)c2ccccc2n1
[48] CS(=O)(=O)Nc1ccc(C(=O)N=Nc2c(O)[nH]c3ccc(Br)cc23)cc1
[49] CN(C(=O)COc1ccccc1)c1ccc([N+](=O)[O-])cc1
[50] COc1ccc(-c2cc(-c3ccc(Nc4nc(Nc5ccccc5)nc(Nc5ccc(Cl)cc5)n4)cc3)nc(N)n2)cc1
compound no.	41	42	43	44	45	46	47	48	49	50
UO-31	x	11	92	85	83	50	92	87	89	69
TK-10	-36*	42	95	96	97	105	106	106	100	98
786-0	-16*	16	101	98	102	69	100	106	105	51
SN12C	58	23	100	103	48	74	104	110	98	75
CAKI-1	-4.8*	27	103	98	86	61	96	106	96	76
DU-145	11	60	114	111	95	81	110	102	107	100
RXF 393	x	-7.5*	113	91	95	55	106	116	100	76
A498	13	20	92	x	85	73	x	84	73	x
ACHN	4.8*	22	94	98	91	89	100	109	99	75

[51] Oc1cccc(CCc2ccccn2)c1
[52] Cc1ccc2nc(COc3ccc(C(=O)NN4C(=O)c5c(Cl)c(Cl)c(Cl)c(Cl)c5C4=O)cc3)[nH]c2c1
[53] O=C1C=C(Nc2ccccc2)c2ncccc2C1=O
[54] C/C(=N\O)c1ccc(NC(=O)CSc2nnc(-c3ccc(Cl)cc3)o2)cc1
[55] COc1cc(/C=C(/c2ccccc2)[N+](=O)[O-])c(OC)c2c1OCO2
[56] Cc1cc2ncn(CO)c2cc1C
[57] Cc1ccc2oc(-c3ccccc3)c(O)c(=O)c2c1
[58] CCCCCCCCCCCCS(=O)CC(C)O (stereo not given)
[59] CCN(CC)Cc1cc(Nc2ccnc3ccc(OC)cc23)ccc1O
[60] COc1ccc(/C=N/Nc2ccc(S(=O)(=O)O)cc2)cc1
compound no.	51	52	53	54	55	56	57	58	59	60
UO-31	x	89	-99*	87	-100*	88	35	95	2.0*	98
TK-10	112	113	-97*	102	-88*	96	134	125	50	105
786-0	111	103	-92*	102	-98*	96	97	102	18	105
SN12C	99	96	-89*	111	-39*	99	71	106	57	102
CAKI-1	96	101	-96*	92	-65*	102	103	110	45	104
DU-145	105	113	-95*	105	-87*	111	73	126	40	117
RXF 393	115	120	-96*	116	-80*	101	x	x	49	109
A498	81	113	-87*	87	-14*	103	82	x	46	113
ACHN	108	110	-98*	104	-70*	98	31	105	35	103

[61] N#Cc1c(NCc2ccco2)oc(-c2ccccc2)c1-c1ccccc1
[62] CN1CCN(Cc2ccc(NC(=O)c3cncc(C#Cc4cncc5ncccc45)c3)cc2C(F)(F)F)CC1
[63] Oc1ccccc1-c1nc(Br)cn2ccnc12
[64] COc1cc2ncnc(Nc3ccc4c(cnn4C(=O)Nc4ccc(Cl)c(Cl)c4)c3)c2cc1OC
[65] COc1ccc(/C=N/NC(=O)c2cnn(CC(O)Cc3ccccc3)c2N)cc1OC1CCCC1 (stereo not given)
[66] CC(C)NC(=O)C1CCCCC1
[67] O=C(NNc1nc2ccccc2nc1/C=C/c1ccc([N+](=O)[O-])cc1)Nc1cccc(Cl)c1
[68] CC1C(=O)c2ccccc2CC1C(=O)O (stereo not given)
[69] COC(=O)CC[C@@H]1O[C@@H](c2cc(OC)c(OC)c(OC)c2)[C@H](I)[C@H]1O
[70] O=C(O)CN1CCc2c(sc3ncnc(N/N=C/c4cccc(Br)c4)c23)C1
compound no.	61	62	63	64	65	66	67	68	69	70
UO-31	78	-10*	85	91	92	103	35	100	93	88
TK-10	96	22	108	81	99	90	132	x	x	109
786-0	90	38	108	89	98	99	81	110	100	110
SN12C	99	21	102	104	95	100	50	112	106	106
CAKI-1	94	-20*	89	98	78	93	38	83	x	98
DU-145	105	34	105	100	91	113	65	135	105	121
RXF 393	101	8.2*	110	98	86	x	82	120	107	101
A498	x	-25*	95	80	x	96	116	142	86	104
ACHN	105	8.3*	94	106	87	109	43	98	106	106
